XiGFP reactiv – activators of inactive X chromosome reactivation, primary screen, imaging, XiGFP fibroblasts, GFP high-content imaging, set 2 | activation, % at 7.58 µM | 360,000 compounds, 0.055% hits | XiGFP mouse fibroblasts, % GFP-positive cells imaging, 3 d; cells co-treated with 5-aza-dC sensitizer; scaled so ellipticine positive control = 100%;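 active means mean normalized replicate activation at least 10% and every replicate at or above 10%; inconclusive means only one of the two criteria met; inactive means mean below 10% and not all replicates reach 10%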;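 further: 0% = median of on-plate neutral control wells and 100% = ellipticine 6 µM median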
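Material: SV40-immortalized XiGFP fibroblast cells, line 68-5-11 | Buffer or medium: DMEM containing 5-aza-dC | Dosing: One concentration, pinned | Times: 3 d treatment, 15 min room-temperature fixation | Controls: Ellipticine 6 µM positive control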
ARNT TACC3 PPI – disruptors of ARNT/TACC3 protein interaction, primary screen, biochemical, AlphaScreen, single concentration. Transforming acidic coiled-coil-containing protein 3 (Homo sapiens), Q9Y6A5. AID 623870, 2012. AlphaScreen His-ARNT PAS-B/GST-TACC3 binding, luminescence; TACC3 fragment carries E629A point mutation. inhibition, % at 9.99 µM. 390,000 compounds, 0.66% hits;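 active means mean inhibition of replicates at least 50% and at least half of replicates each reaching 50%; inconclusive means half or more replicates reach 50% but mean below 50%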;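 further: 0% = complete ARNT plus TACC3 wells and 100% = ARNT alone without TACC3; many hits fall short of the cut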
ERAP1 HTS inh – human ERAP1 aminopeptidase inhibitors, primary screen, biochemical, single point, plate reader; recombinant ERAP1, Leu-AMC fluorescence, 60 min; inhibition, % at 10.7 µM; 340,000 compounds, 0.15% hits; AID 652197, 2013;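 active means mean replicate inhibition of at least 30%, or all replicates individually reaching that 30% level; inactive means mean below 30% and not every replicate reaching it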;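 further: 0% = neutral control wells and 100% = L-leucinethiol positive control wells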
RAD54 branch – inhibitors of human RAD54 branch migration, primary screen, biochemical, fluorescence, single point; 360,000 compounds, 0.14% hits; AID 602329, 2012; RAD54 Holliday junction branch migration, FAM/BHQ fluorescence; inhibition, % at 10.4 µM;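 active means mean normalized replicate activity at least 40 and at least half of replicates scoring 40 or more; inconclusive means only one of the two criteria met; inactive means mean below 40 and under half of replicates reaching 40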;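 further: 0% = median of neutral control wells and 100% = median of positive control wells; inhibitors cause a drop in the FAM fluorescence signal; in these data hits start at about 50%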
CFTR F508del cor – F508del CFTR correction, initial screen, CFBE line, single point. CFBE cells, YFP halide quenching; stimulated with forskolin plus potentiator P3; % fluorescence drop versus neutral controls. 350,000 compounds, 0.36% hits. activity (quench increase), % at 7.58 µM;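 active means mean added fluorescence quench of at least 8% versus neutral control, with both replicates also reaching 8%; inconclusive means only one of the mean or replicate conditions met; inactive means mean below 8% and not both replicates reaching 8%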;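 further: cells transiently co-express mutant CFTR-F508del with the halide-sensitive YFP; corrector assay measuring rescue of mutant channel to the surface after 24 h compound exposure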
esBAF inh – Bmi1 luciferase reporter increase in mESCs, primary screen, esBAF inhibitor project, mouse ES cells, Bmi1 luciferase knock-in, single point | 24 h; 100% = twice the neutral-well signal | reporter increase, % at 12.5 µM | 350,000 compounds, 2% hits; in the data active means activation above about 40%; inconclusive means no clear call, values can overlap the other calls;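 further: 0% = median of the plate's neutral control wells and 100% = double that signal; a rise in the Bmi1 reporter signal indicates esBAF inhibition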
GSIS activator – GLuc luminescence reporter in INS-1E cells, primary screen for activators of glucose-dependent secretion of insulin | AID 743287, 2014 | 370,000 compounds, 0.61% hits | INS-1E GLuc reporter insulin secretion, 2-3 h | activation, % at 16.6 µM;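 active means lowest replicate activation of at least 40%, so every replicate reaches that level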;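 further: 0% = median of neutral control wells and 100% = median of IBMX positive control wells; some compounds called inactive have numbers as strong as hits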
RAD52 anneal inh – RAD52 DNA annealing inhibitors, primary screen, biochemical, FRET, single point, set 2; inhibition, % at 18.7 µM; 360,000 compounds, 0.46% hits; recombinant RAD52 DNA annealing, FRET fluorescence; AID 651710, 2012; DNA repair protein RAD52 homolog (Homo sapiens), P43351;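 active means every replicate showing at least 50% inhibition; inconclusive means mean inhibition at least 50% but not in every replicate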
Target sequence (P43351 whole entry, looked up): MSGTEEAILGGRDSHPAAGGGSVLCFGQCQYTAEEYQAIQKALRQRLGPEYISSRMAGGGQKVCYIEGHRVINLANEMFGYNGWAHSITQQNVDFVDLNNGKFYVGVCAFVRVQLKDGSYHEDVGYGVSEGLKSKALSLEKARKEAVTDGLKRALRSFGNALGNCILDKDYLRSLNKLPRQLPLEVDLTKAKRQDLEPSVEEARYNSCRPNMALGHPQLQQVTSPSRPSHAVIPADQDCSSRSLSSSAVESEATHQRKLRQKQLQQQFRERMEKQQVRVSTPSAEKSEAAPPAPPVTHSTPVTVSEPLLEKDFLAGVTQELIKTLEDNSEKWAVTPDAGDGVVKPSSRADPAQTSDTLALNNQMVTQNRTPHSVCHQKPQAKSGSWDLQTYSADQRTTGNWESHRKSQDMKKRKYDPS
An asterisk follows results filed as active; i = inactive; ? = inconclusive; . = no result given.

Sample of the layout, 2 compounds:
SMILES | XiGFP reactiv | ARNT TACC3 PPI | ERAP1 HTS inh | RAD54 branch | CFTR F508del cor | esBAF inh | GSIS activator | RAD52 anneal inh
CCCC(=O)N(CCN1CCOCC1)c1nc2c(C)ccc(C)c2s1 | 0.2 | 0 | 0 | -14 | 1.6 | -1 | -19 | 9
CC1C(=O)N(Cc2cn(CCC3OCCO3)nn2)CCS(=O)(=O)N1Cc1ccc(-c2ccncc2)cc1 (centres undefined) | 0.4 | . | 7 | . | 2.7 | 0 | 9 | -10

Results, previewed entries included:
SMILES | XiGFP reactiv | ARNT TACC3 PPI | ERAP1 HTS inh | RAD54 branch | CFTR F508del cor | esBAF inh | GSIS activator | RAD52 anneal inh
CCCC(=O)N(CCN1CCOCC1)c1nc2c(C)ccc(C)c2s1 | 0.2 | 0 | 0 | -14 | 1.6 | -1 | -19 | 9
CC1C(=O)N(Cc2cn(CCC3OCCO3)nn2)CCS(=O)(=O)N1Cc1ccc(-c2ccncc2)cc1 (centres undefined) | 0.4 | . | 7 | . | 2.7 | 0 | 9 | -10
CCOC(=O)N1CCN(c2c(NCCCOC(C)C)c(=O)c2=O)CC1 | 0.1 | 0 | 1 | -10 | 1.9 | -4 | 2 | -6
C[C@H](CO)N1C[C@H](C)[C@@H](CN(C)Cc2ccc(Cl)c(Cl)c2)Oc2ccc(N(C)C)cc2C1=O | -1.2 | 9 | -1 | -6 | -3.1 | 1 | -32 | -8
CCCN1CCC(NC(=S)Nc2ccc(S(N)(=O)=O)cc2)CC1 | -0.1 | -6 | -4 | 7 | 2.0 | 1 | 0 | -11
O=S(=O)(Nc1ccncc1Cl)c1cccc(Cl)c1Cl | 0.0 | -3 | . | . | -2.1 | -5 | -4 | -7
CCCc1ccc2oc(C(=O)N3CCC(O)CC3)c(C)c2c1 | 0.0 | -20 | -2 | 8 | 1.8 | ? | -2 | -12
COc1cccc(C(=O)OCCN2CCOCC2)c1 | 0.0 | -4 | 0 | . | -1.9 | . | 0 | -5
CC(O)[C@H]1CNC(=O)C(=O)N1CCc1cc(C(F)(F)F)cc(C(F)(F)F)c1 (some centres undefined) | 0.2 | -9 | 5 | -24 | 2.3 | -5 | 0 | -6
Cc1nc(COc2ccccc2Cl)sc1-c1ccnc(N)n1 | 0.0 | -5 | . | . | 2.0 | 32 | 6 | -18
C[C@@H]1CN([C@H](C)CO)C(=O)c2cccc(NS(=O)(=O)c3cccs3)c2O[C@@H]1CN(C)S(=O)(=O)c1cccs1 | -0.1 | 0 | -5 | -4 | -3.6 | 10 | -11 | -13
CN(C)C(=O)C[C@H]1C=C[C@@H](NC(=O)Nc2cccc(F)c2)[C@H](CO)O1 | 0.1 | -8 | 7 | -8 | -3.6 | -4 | -5 | 3
COc1ccc(/C=N\NC(=O)CNC(=O)C2COc3ccccc3O2)cc1[N+](=O)[O-] (centres undefined) | 0.0 | 0 | 3 | -8 | 2.4 | -7 | -9 | -10
CC1(c2ccc3noc(-c4cccc(F)c4)c3c2)OCCO1 | 0.0 | -5 | -1 | 10 | -1.1 | 4 | 0 | -18
CC1(C)CNC(=S)N1Cc1ccccc1 | 0.2 | . | 3 | -2 | -4.1 | -1 | 9 | -3
Cc1cccc(N(CC(=O)NC2CCCCC2)C(=O)CCC(=O)Nc2nccs2)c1 | 0.0 | -7 | 3 | -9 | 1.4 | 3 | -3 | -11
COc1ccc(S(=O)(=O)N2CCOC2CNC(=O)C(=O)NCCc2ccc(S(N)(=O)=O)cc2)cc1 (centres undefined) | 0.2 | -9 | 7 | 4 | 0.8 | -5 | 6 | -12
COC(=O)c1ccc2c(c1)C(=O)/C(=C/c1ccc(C)cc1)O2 | 0.0 | -4 | . | -4 | . | 67* | 19 | .
Cc1ccc(C)c(-c2cc(C(=O)NN3CCOCC3)c3ccccc3n2)c1 | 0.0 | -2 | -3 | . | 3.2 | . | 27 | -3
CC1CCN(C(=O)Cn2cc(S(=O)(=O)CC(=O)N3CCOCC3)c3ccccc32)CC1 | -0.1 | 1 | -5 | -1 | 1.3 | . | 4 | -2
CCCCN1CC(COCc2ccccc2)Oc2cc(Br)ccc2S1(=O)=O (centres undefined) | 0.1 | 0 | 0 | 0 | 1.9 | 3 | -16 | -3
C[C@@H]1CN([C@@H](C)CO)S(=O)(=O)c2ccc(C#Cc3cccnc3)cc2O[C@H]1CN(C)C | -0.3 | 6 | 4 | 9 | 1.7 | 2 | 16 | -9
CC(=O)N(C[C@H]1N[C@H](CO)[C@H]1c1ccc(-c2ccccc2)cc1)C(C)C | 0.6 | 0 | 0 | -1 | 1.7 | 0 | 7 | 6
Cn1cnc([N+](=O)[O-])c1Sc1ccc(C(C)(C)C)cc1 | 0.0 | -6 | . | -2 | 0.7 | -13 | -18 | -17
Fc1cccc(/C=N/n2c(C3CCCCC3)n[nH]c2=S)c1 | 0.0 | -2 | 0 | 6 | 1.2 | -3 | 1 | -2
CCCN1C[C@H](C)[C@H](OC)CN(C)C(=O)c2cc(NC(=O)C3CCC3)ccc2OC[C@@H]1C | -0.2 | -4 | . | 3 | -1.3 | -6 | -3 | .
O=C(NCc1ccco1)c1ccc2sc([C@@H]3O[C@H](CO)[C@@H](O)[C@H]3O)nc2c1 | 0.0 | . | 4 | -24 | -1.5 | -6 | . | -3
CCS(=O)(=O)Nc1ccc2c(c1)C(=O)N(C)C[C@@H](OC)[C@H](C)CN(Cc1nccs1)[C@@H](C)CO2 | 0.0 | 5 | 7 | 6 | -3.0 | 1 | 3 | -4
CCOc1ccc(CCNC(=O)CCc2nnc3ccc(N4CCOCC4)nn23)cc1OCC | 0.2 | -3 | -4 | -8 | -1.3 | -4 | 5 | -15
Cn1nc([N+](=O)[O-])nc1Oc1ccccc1C(=O)N1CCOCC1 | 0.0 | -3 | -2 | . | 1.2 | . | 6 | -2
CCN(CC)CCOC(=O)c1ccc(N/C=C(/C#N)c2nc(-c3ccc(OC)cc3)cs2)cc1 | 0.0 | 3 | 0 | . | 0.0 | . | 24 | -5
O=C(NC1CCOc2ccccc21)c1ccc(=O)[nH]c1 (centres undefined) | -0.1 | -10 | -5 | -11 | 4.1 | -1 | 25 | -10
COCCCn1c(=O)/c(=C\c2cccc(OC)c2OC)s/c1=C(/C#N)C(=O)Nc1ccc(C(=O)O)cc1 | -0.1 | 10 | . | -15 | -0.3 | -4 | 0 | i
O=C(C1CC(=O)N(c2ccc3c(c2)OCCO3)C1)N1CCN(Cc2ccccc2)CC1 (centres undefined) | 0.2 | 3 | 3 | 8 | 1.9 | 1 | 4 | -6
CCCNC(=O)[C@@H]1[C@@H](CO)[C@@H]2Cn3c(ccc(-c4ccncc4)c3=O)[C@H]1N2CC1CC1 | 0.1 | -11 | . | 14 | -2.2 | 1 | 12 | -14
O=C(C[C@H]1C[C@H]2c3cc(NC(=O)Nc4ccc(C(F)(F)F)cc4)ccc3O[C@H]2[C@@H](CO)O1)NC1CCCCC1 | 0.1 | -5 | 0 | 4 | 1.2 | 2 | -3 | -8
CC(=O)C1=C(C)N(Cc2ccccc2)C(=O)N[C@H]1c1cccs1 | 0.3 | -20 | 6 | 0 | -4.5 | -7 | 0 | -61
N/C(=N\OC(=O)c1ccccc1Cl)c1ccccc1 | . | -3 | . | -2 | . | -32 | -9 | .
COC(=O)c1cc(OC(=O)c2ccc(=O)[nH]c2)cc(C(=O)OC)c1 | -0.1 | 3 | 1 | . | 1.1 | -4 | 22 | -18
COc1ccc(-c2nnn(CC(=O)N(Cc3ccco3)C(C(=O)NCC3CCCO3)c3ccco3)n2)cc1 (centres undefined) | 0.4 | 3 | -1 | . | . | . | -2 | -72
COCCNC(=O)CN(Cc1ccco1)C(=O)CCC(=O)Nc1nccs1 | 0.0 | -2 | 0 | -1 | 1.9 | -6 | 8 | -6
Cc1ccccc1NC(=O)Nc1ccc2c(c1)C(=O)N(C)[C@H]1CC[C@H](CC(=O)O)O[C@H]1CO2 | 0.2 | -6 | . | 17 | 0.4 | 0 | 2 | .
CCCC#Cc1ccc([C@H]2[C@@H](CO)N3CCCCN(S(=O)(=O)Cc4ccccc4)C[C@@H]23)cc1 | 0.2 | 11 | 0 | 10 | 1.9 | 5 | -14 | -33
CCc1c(C(=O)NC(C)C2CCCO2)csc1C (centres undefined) | 0.4 | -2 | -2 | 9 | 1.3 | . | 44 | -12
CCC(=O)N1[C@@H]2Cn3c(cccc3=O)[C@H]1[C@@H](C(=O)NCc1ccccc1)[C@@H]2CO | 0.2 | -4 | -2 | 5 | 2.0 | -4 | 6 | 5
O=C(CN1C(=O)NC2NC(=O)NC21)N/N=C/c1ccc(F)cc1 (centres undefined) | 0.1 | -5 | 1 | . | 2.0 | . | 3 | -5
COc1cc2c(cc1OC)CC(=O)N(C)CC2 | 0.0 | -2 | 2 | . | 1.4 | . | . | -13
Cc1ccccc1NC(=O)Cc1nc(-c2c[nH]c(C(=O)N3CCCC3)c2)cs1 | 0.0 | . | 0 | 7 | 0.1 | 7 | -38 | -29
CCCc1cn(S(=O)(=O)c2ccc(OC)cc2OC)nc1N | . | 4 | -5 | 1 | . | -9 | -2 | -5
CCN(CC)CCCNC(=O)Cn1cnc2sc(C)c(S(=O)(=O)N3CCC(C)CC3)c2c1=O | 0.3 | -3 | -3 | -2 | 0.1 | 10 | 7 | 0
C[C@@H]1CN([C@@H](C)CO)C(=O)c2cccc(NS(=O)(=O)c3ccc(Cl)cc3)c2O[C@H]1CN(C)C(=O)Nc1cccc2ccccc12 | -0.8 | 3 | 2 | -7 | -2.5 | 14 | -6 | 7
COc1cccc(NC(=O)c2cc(-c3ccncc3)nc3c(C)cc(C)cc23)c1 | 0.0 | -5 | 0 | . | -6.2 | . | 4 | -13
CCOc1ccc(CNc2ccc(N3CCN(Cc4ccccc4)CC3)cc2)cc1 | 0.1 | . | 4 | -10 | 3.4 | -7 | 13 | 1
CCC(=O)Nc1ccc2c(c1)C(=O)N(C)[C@H]1CC[C@H](CC(=O)NCCN3CCCCC3)O[C@@H]1CO2 | 0.0 | -9 | -1 | -1 | 2.9 | -2 | -3 | 1
COCC(C)NC(=O)CSc1ncnc2sc(-c3ccccc3)cc12 (centres undefined) | 0.0 | 1 | 0 | 7 | 0.1 | 4 | 8 | -23
COCCNC(=O)CN1CCN(C(c2ccccc2)c2ccccc2)CC1 | . | 3 | -6 | -4 | 0.3 | -2 | 7 | -14
CN(C(=S)NC(=O)c1ccccc1Br)C1CCCCC1 | . | 30 | 0 | -4 | -1.5 | 0 | 31 | -14
CSc1cccc(Nc2ccc(S(=O)(=O)N3CCOCC3)cc2[N+](=O)[O-])c1 | 0.5 | . | 1 | -5 | 1.9 | -2 | -12 | -12

Source: PubChem BioAssay
